Screens as filed in PubChem BioAssay.
DAX1 inh-1 – NR0B1 (DAX1) inhibition | hit rate 0.99% among 340,000 | AID 504766 | inhibition, % at 6.75 µM | HEK293 Gal4-DAX1 luciferase reporter, luminescence;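 active means inhibition above the mean over all tested compounds plus 3 SD, cut at about 4.2% in these data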;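 further: 0% = DAX1-transfected cells with DMSO and 100% = empty-vector control cells with DMSO; inhibition shows as a rise in luminescence from relieved DAX1 repression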
FXN GAA850 act – increases GAA850 frataxin promoter reporter activity; HEK293 lucGAA850 FXN promoter luciferase reporter, 24 h; percent of 10 µM SAHA response; activation, % at 6 µM; hit rate 0.56% among 360,000;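 active means activation above the average of all compounds screened plus 3 SD, cutoff fixed separately per campaign, cut at about 7.5% in these data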;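 further: 0% = DMSO wells and 100% = 10 µM SAHA wells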
ssDAF-12 act – activates DAF-12 receptor from parasite S. stercoralis. activation, % at 6.8 µM. hit rate 1% among 370,000. HEK293 ssDAF-12/GRIP1 lit1-tk-luc reporter, luminescence; % of 3 µM dafachronic acid response;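 active means activation above the mean over all tested compounds plus 3 SD, cut at about 0.9% in these data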;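 further: 0% = DMSO-only wells and 100% = 3 µM delta7-dafachronic acid wells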
NPR1 activator – GC-A (human) enzyme activation; HEK293 GC-A cells, cGMP TR-FRET, EC30 ANP; 0% at EC30 ANP, 100% saturating ANP; activation, % at 10 µM; hit rate 0.14% among 370,000; in the data active means activation above about 40%
DAX1 inh-2 – blocks DAX1 repression of SF-1 activated StAR promoter | HEK293T StAR-luciferase reporter, SF-1/DAX-1 repression relief | hit rate 1.1% among 370,000 | AID 652010 | inhibition, % at 6.8 µM;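 active means inhibition above the mean over all tested compounds plus 3 SD, cut at about 3.6% in these data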;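 further: 0% = DAX-1 cells with DMSO and 100% = cells lacking DAX-1 with DMSO; higher inhibition means more luminescence from relief of DAX-1 repression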
hcDAF-12 act – activates DAF-12 receptor from parasite H. contortus; hit rate 1.4% among 370,000; HEK293 hcDAF-12 lit1-tk-luc reporter, luminescence; 0% DMSO, 100% Δ7-dafachronic acid; activation, % at 6.8 µM;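 active means activation above the mean of all tested compounds plus 3 SD, cut at about 5.5% in these data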;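 further: 100% = response to 3 µM Δ7-dafachronic acid high control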
hgDAF12 agonist – hgDAF-12 agonism, primary luciferase screen. HEK293 GAL4-hgDAF12 UAS-luciferase reporter, agonist luminescence; normalized to butyrate control. activation, % at 6.8 µM. hit rate 1.8% among 370,000. AID 687014;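 active means activation above a cutoff set at the mean of all screened compounds plus 3 SD, cut at about 10% in these data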;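 further: 0% = DMSO wells and 100% = sodium butyrate wells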
SMARCA2 act – SMARCA2 function activation, primary screen. MG213 cells, MMTV-luciferase reporter, dexamethasone, overnight. activation, % at 9.1 µM. hit rate 1% among 370,000. AID 652017; in the data active means activation above about 7.8%;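 further: 0% = vehicle wells and 100% = reference activator wells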
sPLA2-III inh – Inhibits HGIII-sPLA2 liposome hydrolysis, primary screen | Q9NZ20 | QFRET BODIPY PC-A2 liposome hydrolysis, fluorescence | inhibition, % at 12.2 µM | hit rate 0.56% among 370,000;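 active means inhibition above mean plus 3 SD of compounds lying within the high and low control bounds, cut at about 19% in these data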;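 further: 0% = median of test compound wells and 100% = no enzyme DMSO wells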
Target sequence (Q9NZ20 whole entry, looked up): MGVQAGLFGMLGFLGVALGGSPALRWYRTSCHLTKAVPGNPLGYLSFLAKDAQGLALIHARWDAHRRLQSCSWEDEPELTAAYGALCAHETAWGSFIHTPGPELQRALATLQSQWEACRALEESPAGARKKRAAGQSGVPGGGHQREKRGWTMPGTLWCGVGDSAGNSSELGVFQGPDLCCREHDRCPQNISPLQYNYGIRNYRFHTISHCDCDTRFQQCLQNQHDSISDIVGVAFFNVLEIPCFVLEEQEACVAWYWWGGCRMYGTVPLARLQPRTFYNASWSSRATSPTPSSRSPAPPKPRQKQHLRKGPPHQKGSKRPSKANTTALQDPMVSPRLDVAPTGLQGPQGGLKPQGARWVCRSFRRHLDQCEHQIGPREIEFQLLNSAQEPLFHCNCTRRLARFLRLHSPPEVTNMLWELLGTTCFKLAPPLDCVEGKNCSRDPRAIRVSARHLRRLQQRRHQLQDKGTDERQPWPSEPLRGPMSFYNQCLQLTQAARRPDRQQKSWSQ
ADAM10 inh – inhibits human ADAM10 | AID 720582 | O14672 | hit rate 0.62% among 370,000 | recombinant ADAM10, EDANS/DABCYL FRET peptide cleavage, 3 h | inhibition, % at 7 µM;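 active means inhibition above a per-campaign cutoff equal to the mean of compounds falling between control-based bounds plus 3 SD, cut at about 20% in these data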;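 further: 0% = DMSO wells while the 100% control is not disclosed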
Target sequence (O14672 214-748 limits assumed): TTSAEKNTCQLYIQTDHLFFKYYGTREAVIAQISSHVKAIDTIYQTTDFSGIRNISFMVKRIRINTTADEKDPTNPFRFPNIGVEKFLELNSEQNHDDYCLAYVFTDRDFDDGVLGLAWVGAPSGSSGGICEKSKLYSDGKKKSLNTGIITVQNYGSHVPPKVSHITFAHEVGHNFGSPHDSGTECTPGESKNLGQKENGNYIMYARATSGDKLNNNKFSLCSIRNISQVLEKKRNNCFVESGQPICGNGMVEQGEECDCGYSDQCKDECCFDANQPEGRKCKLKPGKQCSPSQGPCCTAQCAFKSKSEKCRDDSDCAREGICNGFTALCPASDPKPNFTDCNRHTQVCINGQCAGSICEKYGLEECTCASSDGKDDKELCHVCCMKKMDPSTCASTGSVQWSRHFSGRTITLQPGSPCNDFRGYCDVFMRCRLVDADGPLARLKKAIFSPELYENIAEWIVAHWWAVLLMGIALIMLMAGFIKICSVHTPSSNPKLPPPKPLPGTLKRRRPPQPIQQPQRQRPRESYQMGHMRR
NPR2 activator – GC-B (human) receptor activation. P20594. HEK293-GC-B cells, CNP EC30, cGMP TR-FRET; 0% at EC30 CNP, 100% saturating CNP. activation, % at 10 µM. hit rate 0.11% among 370,000. AID 1920062;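 active means activation at 10 µM reaching about 35% in either raw or pattern-adjusted values, limit read from the data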
* marks the source's active call; other numbers are inactive results; · = not tested or not shown.

SMILES | DAX1 inh-1 | FXN GAA850 act | ssDAF-12 act | NPR1 activator | DAX1 inh-2 | hcDAF-12 act | hgDAF12 agonist | SMARCA2 act | sPLA2-III inh | ADAM10 inh | NPR2 activator
Cc1ccc([N+](=O)[O-])cc1Nc1nc(N2CCCC2)nc(N2CCCC2)n1 | 0.5 | 1.0 | -1.5 | -2 | 0.8 | -0.5 | 0.3 | -1 | -4 | 0 | -6
O=C(Cc1c(Cl)cccc1Cl)Nc1ccc(S(=O)(=O)Nc2ncccn2)cc1 | 1.0 | 1.5 | -0.9 | 4 | 0.6 | -2.5 | 2.2 | -1 | -4 | -11 | 0
Nc1ccc(Oc2cc(N)cc(Oc3ccccc3)c2)cc1 | 4.6* | 3.6 | -0.6 | 15 | 0.9 | 3.8 | 4.7 | 3 | 23* | 13 | -9
CCOC(=O)c1ccc(N=Cc2cnc(N)nc2N)cc1 | -5.3 | -4.6 | -0.9 | 3 | -0.2 | -0.4 | -2.0 | -2 | -3 | -2 | -1
CCOc1ccc(NC(=O)CCC(=O)OC)cc1 | -0.7 | 0.5 | -1.5 | -2 | -0.6 | 0.3 | -0.1 | -3 | 1 | 0 | -1
COc1ccc(N2C(=O)NC3CC2(C)Oc2ccc(Cl)cc23)cc1OC (centres undefined) | 0.6 | 0.7 | -1.6 | -4 | 0.8 | -2.5 | 2.1 | 0 | -10 | -5 | 1
Cc1ccc(Oc2ncnc(N)c2[N+](=O)[O-])cc1 | -0.4 | -2.0 | -1.3 | 2 | -0.3 | 0.3 | -0.5 | 5 | 2 | 13 | 2
COC(=O)[C@]12C[C@H](CC(=O)N3CCSCC3)C(=O)N(Cc3ccc4c(c3)OCO4)C1=C[C@H](C(C)C)O[C@@H]2C1CC1 | · | · | -1.2 | -11 | -0.2 | -2.2 | 2.0 | -1 | -3 | -1 | -16
O=C(CNC(=O)c1ccc2c(c1)OCCO2)N/N=C/c1ccc([N+](=O)[O-])cc1 | 0.4 | -0.1 | -1.0 | -2 | -0.1 | 0.1 | 4.4 | 0 | 0 | -3 | -4
Cc1cc(NS(=O)(=O)c2ccc(NC(=O)CCc3ccccc3)cc2)no1 | -0.1 | -1.0 | -1.6 | -10 | 0.4 | -1.6 | 1.8 | 2 | -8 | 7 | -6
C[C@@H]1CN(Cc2nnnn2CC(=O)NCCCn2cccn2)C[C@H](C)O1 | 0.0 | 1.7 | -0.7 | -2 | 0.2 | -0.1 | -0.1 | 7.9* | 0 | -1 | 9
COc1cc(-c2nnc(SCC(=O)c3ccccc3)o2)cc(OC)c1OC | -1.2 | 1.9 | -1.9 | 2 | 0.1 | -2.6 | 0.2 | 2 | -50 | -2 | -1
CC(c1ccccc1C(O)c1ccccc1)N(C)C (centres undefined) | -1.8 | 0.7 | -1.8 | -1 | 0.7 | 3.3 | -0.9 | 0 | 0 | -11 | -3
CCc1ccc(S(=O)(=O)NCc2ccc(N3CCN(C)CC3)cc2)cc1 | 0.8 | 0.8 | -2.0 | -1 | -0.4 | -2.3 | 4.5 | -1 | -17 | -3 | 6
CC(OC(=O)c1ccc(Cl)c(S(=O)(=O)N2CCOCC2)c1)C(=O)Nc1ccc(S(N)(=O)=O)cc1 (centres undefined) | 0.1 | 0.3 | -0.9 | -2 | -0.7 | 0.7 | -2.3 | 1 | -2 | -13 | 3
O=C(O)c1ccc(-n2nc(-c3ccccc3)c3ccccc3c2=O)cc1 | -0.4 | 2.4 | -0.7 | 2 | 0.2 | 1.0 | 0.0 | 3 | 1 | -3 | -1
COc1ccccc1CNC(=O)c1ccc(OC(F)F)c(OC)c1 | 0.2 | -0.4 | -1.8 | 1 | 0.7 | -2.5 | 1.4 | -6 | -4 | 7 | -1
Cn1nnnc1SCCNCC#Cc1ccccc1 | 1.1 | -3.2 | -0.4 | 4 | -0.2 | -1.3 | 0.1 | -4 | 1 | -3 | 0
Cc1onc(-c2ccccc2Cl)c1C(=O)N1CCc2ccccc21 | 0.6 | -2.4 | -1.0 | -4 | -0.7 | 0.7 | 0.9 | -4 | 11 | -5 | 4
Cc1sc(NC(=O)c2ccco2)c(C(Nc2ccccn2)c2ccccc2)c1C (centres undefined) | -0.1 | 3.5 | -0.9 | -9 | -0.3 | 2.3 | 11* | 5 | 1 | 14 | -2
COc1ccccc1CNC(=O)COC(=O)CC1CC2CCC1C2 (centres undefined) | 1.6 | 0.2 | -0.9 | 1 | 0.4 | -1.6 | 0.2 | -5 | 8 | -17 | 0
Cn1cnnc1Sc1ccc(C(=O)OCC(=O)Nc2cc(Cl)cc(Cl)c2)cc1[N+](=O)[O-] | -0.3 | 3.3 | -1.7 | 0 | -0.3 | -1.9 | -0.4 | -3 | -11 | 4 | -5
COCCN1Cc2cccc(C(=O)NC3CCCCCC3)c2C1=O | -0.8 | 2.5 | -1.6 | 2 | -0.6 | -2.5 | 0.6 | -3 | 11 | -15 | 2
O=C(CSc1ccccc1F)NNC(=O)c1ccncc1 | 1.4 | -1.1 | -0.7 | 1 | 2.6 | -0.9 | 1.8 | -3 | -1 | -4 | 7
CC(C)(C)c1ccc(-n2ncc3c2CCCC3NC(=O)CCN2CCCO2)cc1 (centres undefined) | -1.0 | -1.7 | -1.7 | 2 | -3.6 | 0.4 | -1.3 | 0 | -2 | -2 | 2

Further results follow:
SMILES | DAX1 inh-1 | FXN GAA850 act | ssDAF-12 act | NPR1 activator | DAX1 inh-2 | hcDAF-12 act | hgDAF12 agonist | SMARCA2 act | sPLA2-III inh | ADAM10 inh | NPR2 activator
O=C(CNc1cc(S(=O)(=O)N2CCOCC2)ccc1NCC1CCCO1)Nc1ccccc1F (centres undefined) | -0.4 | 2.5 | -0.5 | -4 | 0.3 | -0.8 | 2.0 | 0 | 2 | -5 | -7
CCOC(=O)[C@@]12CCCC3=C1N(CCC3)C(=O)[C@H]2CC(=O)NCCCN1CCCC1=O | · | · | -1.3 | 1 | -0.6 | 0.2 | 1.9 | -2 | 0 | -7 | -8
CC1CN(c2oc(-c3ccco3)nc2S(=O)(=O)c2ccccc2)CC(C)O1 (centres undefined) | 0.2 | -0.4 | -0.9 | 6 | -0.6 | -1.3 | 0.1 | -1 | -1 | -1 | 5
CCOc1ccccc1N1CCN(C(=O)c2ccc3c(c2)OCO3)CC1 | -0.4 | -1.2 | -1.3 | 3 | 0.5 | -2.0 | -3.1 | -2 | 1 | -4 | 2
Cc1ccc(C(=O)NCc2nnc(SCC(=O)NC(C)c3ccccc3)n2C)cc1 (centres undefined) | 1.0 | 0.2 | -1.8 | -3 | -0.1 | -1.1 | 4.0 | 3 | 1 | -2 | 4
CCCCCC(=O)NNC(=S)NC(=O)c1ccc([N+](=O)[O-])cc1 | 0.7 | 0.3 | -1.9 | 2 | 0.0 | -1.1 | -0.4 | 2 | 5 | 9 | 6
O=C(CN1CSCC1=O)N1CCN(S(=O)(=O)c2cccc(F)c2)CC1 | 0.4 | 0.5 | -1.1 | 0 | -0.2 | -0.9 | -3.0 | 2 | -1 | -1 | 0
COc1ccc(NC(=O)CS(=O)CC(=O)NCc2cccc(C(F)(F)F)c2)cc1 (centres undefined) | -0.6 | 0.2 | -1.1 | 8 | -0.2 | -1.3 | -0.6 | 0 | -6 | -4 | -2
COc1ccc(C2CC(c3cccc(C)c3)n3nc(N)nc3N2)cc1 (centres undefined) | 1.7 | -0.3 | -0.9 | 0 | 0.2 | -1.4 | -0.5 | -1 | 3 | -97 | -4
COc1ccc(-c2cc(C(=O)N3CCN(c4ccc(F)cc4)CC3)no2)cc1 | -0.4 | -1.1 | -1.0 | 0 | -0.3 | -0.3 | 0.3 | -2 | 1 | 3 | 3
Cc1cc(=O)c(C(=O)Nc2cccc(N3CCCC3=O)c2)nn1-c1ccccc1Cl | 0.7 | 5.0 | -1.3 | 4 | -0.2 | -2.1 | -3.2 | -2 | 7 | -5 | 6
CC1(C)C2CCC(C2)C1C/C=N/NC(N)=S (centres undefined) | 0.1 | -2.6 | -0.8 | -5 | -0.7 | 0.2 | 2.4 | -3 | 11 | -11 | 4
CN(CCc1ccccc1)C(=O)c1ccc(NC(=O)Cc2ccc(NC(=O)C3CCN(C(=O)C4CC4)CC3)cc2)cc1 | -0.9 | 0.7 | -1.1 | 0 | 0.5 | 0.1 | 2.7 | -2 | -21 | -14 | -1
S=C(Nc1cccc(Cl)c1)Nc1ccc2c(c1)OCCO2 | 0.6 | -0.3 | -0.8 | 4 | -0.5 | -0.3 | 1.1 | -3 | 8 | -7 | -8
CCCN1CCC(NC(=O)Cc2ccccc2OC)CC1 | 3.0 | 0.8 | -1.1 | 1 | 0.6 | -1.1 | -0.6 | -1 | -2 | 3 | 2
COc1ccc(N2CCN(C(=O)c3ccc(CNc4c(N5CCOCC5)c(=O)c4=O)cc3)CC2)cc1 | 0.0 | 0.6 | -1.8 | -4 | -0.4 | -0.3 | -0.7 | -2 | -4 | -8 | -3
CC(C)c1ccc(NC(=O)C2=CC=CN3CCS(=O)(=O)N=C23)cc1 | -0.9 | 4.9 | -0.1 | 0 | 1.2 | 1.4 | 4.8 | 6 | 2 | 5 | -5
CC(C(=O)NCc1ccccc1)N1C(=O)C2CC=C(Cl)CC2C1=O (centres undefined) | 1.6 | 1.1 | -1.6 | 3 | 0.5 | -2.2 | -0.3 | 0 | -6 | 11 | 0
CN(C)CCN1C(=O)C(O)=C(C(=O)c2ccco2)C1c1ccccc1F (centres undefined) | 0.3 | 0.2 | -0.6 | 3 | 1.0 | -0.9 | -1.4 | -2 | 5 | -3 | 1
CC(=O)c1ccc(N2CCN(C(=O)CCCc3nc4ccccc4s3)CC2)cc1 | -1.3 | 2.5 | -2.8 | -3 | -1.5 | -4.0 | -5.1 | -1 | -4 | -12 | -7
CCOC(=O)C1=C(COC(=O)CC(C)c2ccccc2)NC(=O)NC1C (centres undefined) | -0.3 | 1.4 | -1.0 | -5 | -0.3 | -2.3 | 0.7 | -2 | 6 | -6 | -2
Cc1nn(CCC(=O)NNC(=O)NCc2ccccc2)c(C)c1[N+](=O)[O-] | · | · | -1.8 | 1 | -0.7 | -2.1 | 1.4 | -4 | 8 | -7 | 6
COc1ccc(N/C=C2/Sc3ccccc3NC2=O)cc1 | -0.3 | 3.1 | 0.1 | 2 | -0.2 | 2.1 | 0.5 | 3 | 2 | 2 | 14
O=C(CSc1n[nH]c(-c2cccnc2)n1)Nc1ccc([N+](=O)[O-])cc1Br | -1.0 | 0.5 | -1.2 | 0 | -0.2 | 1.8 | -0.1 | -3 | -1 | -15 | 4
Cc1ccccc1C(=O)Nc1ccccc1-c1nnn(CC(=O)Nc2ccc3c(c2)OCCO3)n1 | 1.1 | -2.1 | -0.3 | 3 | -0.3 | 0.7 | -1.1 | -4 | 3 | -7 | -1

At a glance, 2 of the compounds above:
SMILES | DAX1 inh-1 | FXN GAA850 act | ssDAF-12 act | NPR1 activator | DAX1 inh-2 | hcDAF-12 act | hgDAF12 agonist | SMARCA2 act | sPLA2-III inh | ADAM10 inh | NPR2 activator
CCOC(=O)C1=C(COC(=O)CC(C)c2ccccc2)NC(=O)NC1C (centres undefined) | -0.3 | 1.4 | -1.0 | -5 | -0.3 | -2.3 | 0.7 | -2 | 6 | -6 | -2
Cc1nn(CCC(=O)NNC(=O)NCc2ccccc2)c(C)c1[N+](=O)[O-] | · | · | -1.8 | 1 | -0.7 | -2.1 | 1.4 | -4 | 8 | -7 | 6
